NPSR antag: neuropeptide S receptor (human) antagonism, cAMP; 220,000 compounds, 1% hits; Potency, µM (highest dose often 38.3 µM), without a hit: at the highest dose activity change, negative = inhibition, hits mostly inhibitors; Q6W5P4; CHO-NPSR cells, cAMP TR-FRET, antagonist mode; AID 1461; further: potency means the concentration at half of the fitted maximal effect; on the % scale 0 is the no-effect control and ±100 the full control effect; nearly all actives have a fitted effect of over 50% in size; many of its hits are not listed in these tables
Target sequence (Q6W5P4 whole entry, looked up): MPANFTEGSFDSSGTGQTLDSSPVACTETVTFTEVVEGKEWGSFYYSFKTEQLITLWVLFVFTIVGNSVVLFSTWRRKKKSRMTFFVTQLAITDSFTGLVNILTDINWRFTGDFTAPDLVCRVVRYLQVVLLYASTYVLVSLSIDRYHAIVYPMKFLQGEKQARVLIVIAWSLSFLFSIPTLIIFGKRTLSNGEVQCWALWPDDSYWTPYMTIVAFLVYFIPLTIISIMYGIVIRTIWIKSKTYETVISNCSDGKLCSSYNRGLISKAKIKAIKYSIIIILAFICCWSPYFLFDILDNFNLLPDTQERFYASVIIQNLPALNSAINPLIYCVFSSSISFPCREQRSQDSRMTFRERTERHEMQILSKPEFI
CBFb RUNX1 block: CBF-beta/RUNX1 interaction disruption; 230,000 tested, under 10 active; AID 1477; Potency, µM (series often up to 59.8 µM), inactives show top-dose activity, negative = inhibition, actives largely listed as inhibitors; AlphaScreen CBFb-His/RUNX1-biotin binding, biochemical; further: % of control where 0% means no effect
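Inhibition was taken as any reduction in AlphaScreen signal from the CBF-beta–RUNX1 pair (His and biotin tags, 30 nM each), measured after compound (15 min) and bead (90 min) incubations at room temperature.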
Luc counter: counter-screen: inhibitors of Kinase-Glo firefly luciferase. Q27757. Kinase-Glo luciferase, ATP luminescence, 8 min. Potency, µM (highest dose often 38.3 µM), for inactives: top-dose activity change, negative = inhibition, hits mostly inhibitors. 200,000 compounds, 0.28% hits; further: potency means the concentration at half of the fitted maximal effect; on the % scale 0 is the no-effect control and ±100 the full control effect; nearly all actives have a fitted effect of over 60% in size
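Kinase-Glo luciferase light output from ATP and luciferin was measured with 10 uM ATP, within the enzyme's linear range. Buffer: 50 mM imidazole pH 7.2, 50 mM KCl, 7 mM MgCl2, 0.01% Tween 20, 0.05% BSA; luminescence read after 8 min at ambient temperature.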
Epigenetic derep: derepresses silenced GFP reporter in murine cells; murine LDR cells, GFP reporter derepression, 30 h; Potency, µM (titrated, usually from 53.9 µM), without a hit: at the top dose GFP activation, hits mostly activators; 280,000 compounds, 0.2% hits; AID 1865; further: potency means the concentration at half of the fitted maximal effect; % of control where 0% means no effect; nearly all actives have a fitted effect of over 60% in size
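Reporter derepression read as number of fluorescent GFP-positive objects, 20-120 um in size, counted by laser-scanning cytometer. Mouse LDR line with an epigenetically silenced CMV-GFP locus; compound incubation 30 h, 37 C.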
GLA spleen mod: inhibits or activates alpha-galactosidase in human spleen homogenate; human spleen homogenate, 4MU-alpha-Gal fluorescence, 40 min; P06280; Potency, µM (doses to about 80 µM), for inactives: at the top dose activity change, negative = inhibition, usual class: inhibitors; 240,000 compounds, 0.008% hits; AID 2107;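 further: potency means the concentration at half of the fitted maximal effect; 0% = enzyme with vehicle and -100% = no enzyme basal signal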
Target sequence (P06280 32-429 limits assumed): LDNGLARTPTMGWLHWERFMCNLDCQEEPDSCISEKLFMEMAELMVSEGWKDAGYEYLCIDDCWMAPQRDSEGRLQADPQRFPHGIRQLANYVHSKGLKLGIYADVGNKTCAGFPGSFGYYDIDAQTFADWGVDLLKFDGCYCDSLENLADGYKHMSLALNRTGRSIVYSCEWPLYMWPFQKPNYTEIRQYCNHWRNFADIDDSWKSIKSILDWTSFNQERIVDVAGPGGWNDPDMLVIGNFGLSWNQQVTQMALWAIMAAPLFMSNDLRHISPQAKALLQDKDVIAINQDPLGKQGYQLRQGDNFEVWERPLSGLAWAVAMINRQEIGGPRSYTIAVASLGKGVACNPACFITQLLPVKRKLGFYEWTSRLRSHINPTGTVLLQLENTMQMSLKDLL
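Fluorogenic readout (Ex 365/Em 440 nm) of 4-methylumbelliferone released from 1 mM 4-MU-alpha-galactoside by spleen homogenate, 40 min at 37C, pH 5.0. Data normalized to no-enzyme and enzyme controls; Hill-equation AC50 from compound titrations.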
Lamin A splicing: LMNA splicing modulation. HeLa LMNA splicing GFP/RFP minigene ratio, 48 h. Potency, µM (series often up to 46.1 µM), without a hit: at the top dose ratio change, negative = inhibition, hits mostly inhibitors. 200,000 compounds, 0.01% hits. AID 1487; active means well fitted inhibition curve with a large enough effect in the signal ratio, with a control signal flat, not every such curve was filed as active; inconclusive means small, poorly fitted or top-dose-only effect, or effect the other way, or a change in a side signal; the % refers to the signal ratio; further: potency means the concentration at half of the fitted maximal effect; on the % scale 0 is the no-effect control and ±100 the full control effect
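Read-out is the ratio of GFP to DsRed2 object intensity, acquired by 488 nm laser-scanning cytometry on HeLa lamin A-EGFP minigene reporter cells. Compound incubation 48 hrs at 37 °C in Opti-MEM with 2% FBS; DMSO 0.5% final.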
IMPase Li inh: cell-permeable IMPase inhibitors with lithium potentiation; CHO-M1 cells, IP1 TR-FRET (IP-One), carbachol + lithium; Potency, µM (series often up to 59.4 µM), inactives show top-dose activity, negative = IMPase inhibition, usual class: inhibitors; 210,000 compounds, 0.35% hits;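 further: IP1 builds up when IMPase is blocked and the TR-FRET signal falls; potency means the concentration at half of the fitted maximal effect; plate controls were basal vehicle for no effect and high inhibitor control for full effect; nearly all actives have a fitted effect of over 50% in size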
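Lithium-sensitised IP1 accumulation assay; M1-expressing CHO cells treated 30 min at 37C with compound. Competitive antibody detection by time-resolved FRET followed a 10 min room-temperature lysis step.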
* = called active by the depositor; ? = inconclusive; . = no result given; & = joins results of further samples; ! = not active in a repeat; [ ] = another dose, or the depositor's remark. Unless noted, the call rests on the fitted dose curve; in most records, active means well fitted curve in the direction sought with a large enough effect; inconclusive means small, poorly fitted or top-dose-only effect, or another doubt; inactive means no such curve, though single readings can be large; an effect the other way counts as inactive or inconclusive. Not all compounds are listed; count on the stated rates, not on these rows.

SMILES	NPSR antag	CBFb RUNX1 block	Luc counter	Epigenetic derep	GLA spleen mod	Lamin A splicing	IMPase Li inh
COc1ccc2c(c1)S(=O)(=O)c1ccccc1N2	-4%	2%	.	0.0%	3%	.	.
CC(C)(C)c1ccc(S(=O)(=O)NCC(=O)Nc2ccc(-c3nc4ccccc4s3)cc2)cc1	0%[46.1 µM]	5%	-4%	3.8%	5%	3%	?
CC(C)CCN1CCN(Cc2ccc3nsnc3c2)CC1CCO (configuration not stated)	-3%	8%	.	-1.2%	6%	.	13%
O=C(Cn1cnc2scc(-c3ccccc3)c2c1=O)NCc1ccco1	-3%	?	0%	7.7%	2%	4%[46 µM]	2%
COc1ccc(CCNC(=O)CSc2nc3c(c(=O)n(C)c(=O)n3C)n2C(C)C)cc1OC	?	-3%	12%	-1.1%	-6%	1%	13%[38.3 µM]
O=C(Nc1ccccc1)NC1CCCCC1	0%[46.1 µM]	0%	-4%	-5.7%	0%	10%	22%[38.3 µM]
CC(C)Cc1nc2n[nH]c(N)c2c2c1CCC2	-13%[46.1 µM]	-2%	2%	-1.0%	5%	-3%	19%[38.3 µM]
Clc1ccc(OCCn2ccnc2)c(Br)c1	4%[46.1 µM]	-2%	-8%	-2.4%	8%	-6%	1%[38.3 µM]
O=C(C[n+]1cc(-c2ccccc2)n2c1CCCCC2)c1ccc(Cl)cc1	22%	6%	-1%	1.1%	6%	?	8%
CC1CCCC(C)N1CC(O)COc1ccc(Cl)cc1 (configuration not stated)	3%[46.1 µM]	-8%	-1%	-2.8%	14%	5%	29%[38.3 µM]

A run of entries from the list above, as a working copy:
SMILES	NPSR antag	CBFb RUNX1 block	Luc counter	Epigenetic derep	GLA spleen mod	Lamin A splicing	IMPase Li inh
Clc1ccc(OCCn2ccnc2)c(Br)c1	4%[46.1 µM]	-2%	-8%	-2.4%	8%	-6%	1%[38.3 µM]
O=C(C[n+]1cc(-c2ccccc2)n2c1CCCCC2)c1ccc(Cl)cc1	22%	6%	-1%	1.1%	6%	?	8%
CC1CCCC(C)N1CC(O)COc1ccc(Cl)cc1 (configuration not stated)	3%[46.1 µM]	-8%	-1%	-2.8%	14%	5%	29%[38.3 µM]

The listing continues:
SMILES	NPSR antag	CBFb RUNX1 block	Luc counter	Epigenetic derep	GLA spleen mod	Lamin A splicing	IMPase Li inh
Cc1cc(C)n(CCC(=O)N/N=C/c2ccc(O)cc2)n1	-15%[46.1 µM]	-3%	1%	-1.1%	1%	-12%	-6%
COc1ccc(/C(C)=N/NC(=S)NCc2ccco2)cc1	-36%	-21%	8%	?	-2%	-18%	8%
O=C(/C=C/c1cccc([N+](=O)[O-])c1)NCCN1C(=O)S/C(=C\c2cccnc2)C1=O	-12%	-29%	-1%	0.0%	4%	?	10%
O=S(=O)(NCC1CCCO1)c1ccc(-c2ccc(S(=O)(=O)NCC3CCCO3)cc2)cc1 (configuration not stated)	-22%	1%	4%	1.4%	3%	.	13%
CCC1(c2ccc(F)cc2)NC(=O)N(CC(=O)Nc2ccc(S(N)(=O)=O)cc2)C1=O (configuration not stated)	6%	6%	2%	1.1%	-3%	.	0%
Cc1nnc(SCC2=C(C(=O)O)N3C(=O)C(NC(=O)Cn4ncc(Cl)c4C)C3SC2)s1 (configuration not stated)	12%	1%	.	-1.3%	-5%	.	6%
COc1cccc(/C=C/C(=O)OCC(=O)NCc2ccco2)c1OC	5%	9%	1%	0.0%	-6%	11%	-6%
O=C(Oc1ccc([N+](=O)[O-])cc1)c1ccc(Cl)c(S(=O)(=O)N2CCCCC2)c1	-8%[46.1 µM]	1%	0%	1.0%	-1%	-11%	-2%
COc1ccc(CCN(C)C(=O)CCc2nnc(-c3ccccc3)o2)cc1OC	-7%	2%	-2%	-0.2%	-15%	.	1%
O=C(Nc1ccc(F)cc1F)N1CCCC(c2nc(-c3ccc(F)cc3)no2)C1 (configuration not stated)	-11%	1%	-3%	-0.1%	4%	11%[46 µM]	5%
CCOC(=O)N1CCC(NC(=O)c2ccc(CS(=O)(=O)c3c(Cl)cccc3Cl)o2)CC1	-8%[46.1 µM]	5%	-1%	0.0%	-3%	-6%	2%[38.3 µM]
COC(=O)C(CCCCN1C(=O)C2C3C=CC(C3)C2C1=O)N1C(=O)C2C3C=CC(C3)C2C1=O (configuration not stated)	8%[46.1 µM]	-2%	1%	2.3%	-5%	7%	7%[38.3 µM]
COc1ccc(C2/C=C\CN(C(=O)C3CCCC3)[C@H](Cc3ccccc3)C(=O)N2Cc2ccc(F)cc2)cc1 (some centres not stated)	-48%	16%	.	-1.6%	2%	.	.
COc1ccccc1C1/C(=C(/O)c2ccc(C)cc2)C(=O)C(=O)N1CCN1CCOCC1 (configuration not stated)	0%[46.1 µM]	7%	0%	0.0%	-5%	-10%	0%
COCCSc1ccccc1C(=O)Nc1nncs1	-8%[46.1 µM]	8%	-4%	-0.9%	0%	-9%	8%[38.3 µM]
N#CCSc1nnc(CNc2cccc(Cl)c2)o1	2%[46.1 µM]	4%	-7%	-1.7%	10%	-18%	-8%[38.3 µM]
CC(C)(C)Sc1ccc2nc3c(n2c1)CCCC3	-45%	-2%	4%	-0.1%	-3%	?	1%
Cc1ccc(NC(=O)CCSCCC(=O)Nc2ccc(C)c(C)c2)cc1C	-16%[46.1 µM]	3%	-7%	-1.1%	1%	-4%	-17%[38.3 µM]
CC1(OC(=O)c2cnc3ccccc3n2)C(=O)C=C2C=C(C3CC3)OC=C2C1=O (configuration not stated)	.	1%	-2%	1.1%	12%	.	-2%
Cc1nn(Cc2ccccc2Cl)c(C)c1NC(=O)C1C2CCC(O2)C1C(=O)O (configuration not stated)	-1%[46.1 µM]	4%	4%	0.0%	4%	-7%	46%[activator][38.3 µM]
Cn1c(=O)n(Cc2ccccc2)c(=O)c2c1nc(NCC1CCCO1)n2Cc1ccccc1 (configuration not stated)	-24%[46.1 µM]	-5%	-2%	-0.1%	4%	-8%	2%[38.3 µM]
c1ccc2c(c1)Oc1ccccc1S2	.	7%[21.7 µM]	.	.	1%	.	-1%
O=C(NCc1ccco1)C(c1ccccc1F)N(Cc1cccnc1)C(=O)Cn1nnc2ccccc21 (configuration not stated)	-5%[46.1 µM]	0%	-1%	1.3%	15%	-5%	-3%[38.3 µM]
CC(C)(C)C(=O)Nc1ccc(-c2cnco2)cc1	-3%	0%	.	1.8%	-5%	.	.
COC(=O)C1(C(=O)OC)C[C@@H]2CON=C2[C@H]1c1ccccc1	.	-6%&3%	1%&0%	-0.1%&0.8%	5%&-6%	.	13%&10%
COC(=O)[C@H](CCSC)NC(=O)Nc1cccc(C)c1C	26%	1%	.	-2.6%	-1%	.	.
CC(=O)Nc1ccc(S(=O)(=O)N2CCN(CC3CC4C=CC3C4)CC2)cc1 (configuration not stated)	-14%	13%	-5%	-6.6%	7%	?	17%
O=C(CN1C(=O)C2C3CC(C(Br)C3Br)C2C1=O)Nc1ccc(C(=O)O)cc1 (configuration not stated)	0%[7.67 µM]	6%	.	1.1%	1%	.	.
O=C1NC2(CCCCC2)C(=O)N1/N=C/c1ccc(O)cc1O	-11%[46.1 µM]	0%	-6%	-2.7%	0%	1%	57%[activator][38.3 µM]
CC(C)(C)c1nnc(NC(=O)C2c3ccccc3Oc3ccccc32)s1	?	7%	.	5.4%	3%	.	.
CC(=O)Nc1sc2c(c1C(c1ccc(F)cc1)N1CCOCC1)CCCC2 (configuration not stated)	-18%[46.1 µM]	-25%	16%	-0.3%	2%	?	55%[activator][38.3 µM]
C#C[C@]1(O)CC[C@H]2[C@@H]3CCC4=C(CCC(=O)C4)[C@H]3CC[C@@]21C	8%	9%	3%	2.2%	-2%	1%	0%
O=S(=O)(Cc1ccccc1)c1cnc2ccccc2n1	-11%[46.1 µM]	0%	-5%	0.0%	-5%	?	14%[38.3 µM]
Cc1ccc(Nc2nc(C(=O)NCC3CCCO3)cs2)cc1 (configuration not stated)	-1%	7%	.	2.9%	2%	.	.
Cc1c(NC(=O)CSc2nnnn2-c2ccc(O)cc2)c(=O)n(-c2ccccc2)n1C	4%[46.1 µM]	-1%	-1%	-4.5%	-3%	3%	-8%[38.3 µM]
COc1ccc(-c2ccc(-c3nnn(CC(=O)N4CCOCC4)n3)cc2)cc1	-1%[46.1 µM]	2%	0%	5.7%	7%	5%	10%[38.3 µM]
COC(=O)c1cc(Nc2cc(C)c3c(O)cccc3n2)cc(C(=O)OC)c1	7%	8%	.	3.0%	3%	.	.
CCOC(=O)Cc1c(C)nc2c(-c3ccc(Cl)cc3)c(C)nn2c1C	-56%	10%	-4%	0.0%	-4%	6%[46 µM]	16%
NCCc1cnc[nH]1	-3%	-22%&-1%&-4%&10%&6%&6%	-7%&-2%&-1%&0%	0.0%&1.1%&-0.2%&7.4%&5.3%	5%&2%&-9%&-5%&32%&-7%	0.89µM*!	-1%&-3%&16%&0%&6%
C=CCn1c(-c2csc3ccccc23)n[nH]c1=S	3%[46.1 µM]	-2%	-2%	-4.1%	2%	-6%	28%[38.3 µM]

Lamin A splicing: hit marks shown above.
smiles,NPSR antag,CBFb RUNX1 block,Epigenetic derep,Lamin A splicing
NCCc1cnc[nH]1,-3%,-22%&-1%&-4%&10%&6%&6%,0.0%&1.1%&-0.2%&7.4%&5.3%,0.89µM*!

Next section:
SMILES	NPSR antag	CBFb RUNX1 block	Luc counter	Epigenetic derep	GLA spleen mod	Lamin A splicing	IMPase Li inh
COc1ccc(NS(=O)(=O)c2c(C)n(C)c(=O)n(C)c2=O)cc1OC	6%[46.1 µM]	3%	-4%	0.7%	11%	9%	3%[38.3 µM]
CCOC(=O)C1=C(c2ccccc2)N=c2s/c(=C\c3cccc(O)c3)c(=O)n2C1c1cccs1 (configuration not stated)	?	-21%	-5%	?	4%	?	-6%[38.3 µM]
O=S(=O)(Cc1ccc(Cl)cc1)c1ccccc1-c1nnc(-c2ccc(Cl)cc2)o1	-12%[46.1 µM]	3%	-2%	-1.1%	-13%	16%	0%[38.3 µM]
CCOC(=O)/C(C#N)=C/NC(=O)NC(C)(C)C	-6%[46.1 µM]	4%	-2%	-1.0%	4%	2%	21%[38.3 µM]
CCCOC(=O)c1c(NC(=O)C2C3C=CC(C3)C2C(=O)O)sc2c1CCC(C)C2 (configuration not stated)	34%	-10%	-1%	2.1%	5%	.	-3%
COC(=O)c1c(NC(=O)c2ccccc2)sc(C(N)=O)c1C	?	6%	-1%	?	-5%	?	?
Cc1ccc(NS(=O)(=O)c2cc3c4c(cccc4c2)C(=O)NC3=O)cc1C	41%	-11%	.	6.5%	15%	17%[46 µM]	.

Screens (PubChem)
